Bioassay records (PubChem BioAssay)
PfGluPho inh: PfG6PD enzyme inhibitors, primary screen, biochemical, fluorescence intensity, uHTS; inhibition, % at 20 µM; hit rate 0.78% among 350,000; PfGluPho enzyme, NADPH resazurin-diaphorase fluorescence; glucose-6-phosphate dehydrogenase-6-phosphogluconolactonase (Plasmodium falciparum 3D7);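 active = inhibition reaching at least a set limit at 20 µM in the primary screen, cut at about 59% in these data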;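 also: 0% = DMSO wells with substrate and 100% = DMSO wells lacking glucose-6-phosphate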
HKDC1 inhibitor: HKDC1 hexokinase inhibitors, primary screen, biochemical, fluorescence, uHTS; hit rate 0.16% among 340,000; Q2TB90; inhibition, % at 20 µM; AID 493160, 2011; recombinant HKDC1, G6PDH/diaphorase resazurin coupled fluorescence;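 active = inhibition above about 35% when tested at 20 µM, limit read from the data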;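 also: plate controls were DMSO wells with enzyme for no effect and DMSO wells lacking enzyme for full effect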
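Test system: Recombinant HKDC1 (HK5) hexokinase enzyme, produced in-house | Input: HKDC1 at 5 µg/mL | Buffer or medium: Tris pH 8.0 buffer with MgCl2, Tween-20, BSA, BME | Schedule: 90 min reaction incubation at room temperature, dark | Technique: Resazurin-to-resorufin fluorescence via G6PDH and diaphorase coupling, 525/613 nm | Controls: DMSO wells with and without enzyme mix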
SENP8 block-1: SENP8 protease inhibitors, primary screen, biochemical, luminescence | inhibition, % at 10 µM | hit rate 1.2% among 330,000 | Sentrin-specific protease 8 (Homo sapiens), Q96LD8 | purified SENP8, Z-RLRGG-aminoluciferin cleavage | AID 2540, 2010; in the data active = inhibition above about 50%
Target sequence (Q96LD8 whole entry, looked up): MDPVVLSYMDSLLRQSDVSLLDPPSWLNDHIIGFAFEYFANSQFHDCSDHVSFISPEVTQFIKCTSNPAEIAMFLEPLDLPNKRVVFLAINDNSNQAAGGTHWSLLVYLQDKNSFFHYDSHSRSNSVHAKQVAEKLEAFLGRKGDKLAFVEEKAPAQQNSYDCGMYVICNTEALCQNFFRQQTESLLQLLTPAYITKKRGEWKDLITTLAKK
SENP8 block-2: human SENP8 protease inhibitors, primary screen, biochemical, fluorescence, Nedd8 protein substrate, uHTS | Sentrin-specific protease 8 (Homo sapiens), Q96LD8 | recombinant SENP8 | inhibition, % at 20 µM | hit rate 0.64% among 360,000 | AID 602440, 2012; in the data active = inhibition mostly above about 40%, no sharp cut-off; inactive = mostly below about 27%
SENP6 inh: SENP6 protease inhibitors, primary screen, biochemical, luminescence, uHTS | Sentrin-specific protease 6 (Homo sapiens), Q9GZR1 | Recombinant SENP6 catalytic domain, aminoluciferin luminescence | inhibition, % at 10 µM | hit rate 1.8% among 330,000;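 active = inhibition above about 50% at the single tested dose, limit read from the data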;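 also: plate controls were DMSO wells with enzyme for no effect and DMSO wells lacking enzyme for full effect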
Target sequence (Q9GZR1 628-1112 limits assumed): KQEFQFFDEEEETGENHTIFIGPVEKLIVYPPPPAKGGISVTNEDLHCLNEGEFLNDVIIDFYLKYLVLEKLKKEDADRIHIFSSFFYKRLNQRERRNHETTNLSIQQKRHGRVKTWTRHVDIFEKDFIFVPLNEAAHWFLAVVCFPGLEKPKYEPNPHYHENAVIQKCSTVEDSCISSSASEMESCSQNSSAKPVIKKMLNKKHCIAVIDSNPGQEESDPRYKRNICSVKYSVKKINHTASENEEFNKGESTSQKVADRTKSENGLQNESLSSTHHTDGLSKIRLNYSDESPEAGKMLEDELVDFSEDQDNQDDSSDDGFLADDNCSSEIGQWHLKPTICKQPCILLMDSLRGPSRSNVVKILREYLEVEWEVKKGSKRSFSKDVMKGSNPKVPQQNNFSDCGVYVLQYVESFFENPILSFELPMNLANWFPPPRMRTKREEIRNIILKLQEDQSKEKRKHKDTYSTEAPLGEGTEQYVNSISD
UBC13 inh: UBC13 polyubiquitin chain formation inhibitors, primary screen, biochemical, TR-FRET, uHTS; Ubiquitin-conjugating enzyme E2 N (Homo sapiens), P61088; inhibition, % at 20 µM; hit rate 0.47% among 330,000; in the data active = inhibition above about 45%, passing the limit was not always enough
Target sequence (P61088 whole entry, looked up): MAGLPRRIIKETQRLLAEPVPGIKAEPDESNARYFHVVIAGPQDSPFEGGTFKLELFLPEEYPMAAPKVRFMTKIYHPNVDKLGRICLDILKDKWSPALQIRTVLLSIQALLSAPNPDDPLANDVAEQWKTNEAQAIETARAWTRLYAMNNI
beta cell repl: inducers of MIN6 beta-cell proliferation, primary screen, ATP luminescence, uHTS; MIN6 cells proliferation, ATPlite luminescence, 48 h; cells starved in 0.2% serum; 100% = growth in 10% serum; proliferation, % at 10 µM; hit rate 0.29% among 330,000; AID 2380, 2010;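 active = compounds whose signal lies at least 3.5 SD above the mean of all wells on their plate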;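 also: 0% = DMSO-treated cells in low-serum medium and 100% = 10% serum control; some compounds called inactive have numbers as strong as hits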
SENP7 inh: SENP7 protease inhibitors, primary screen, biochemical, luminescence, uHTS; recombinant SENP7, Z-RLRGG-aminoluciferin luminescence, 40 min; inhibition, % at 5 µM; hit rate 1.5% among 330,000;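 active = inhibition above about 50% at the single test dose, limit read from the data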;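 also: plate controls were DMSO with enzyme for no effect and no enzyme buffer wells for full effect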
SENP1 FRET inh: human SENP1 catalytic domain inhibitors, primary screen, biochemical, FRET, uHTS | inhibition, % at 10 µM | recombinant SENP1 catalytic domain, CyPet-SUMO1-YPet FRET cleavage | Sentrin-specific protease 1 (Homo sapiens), Q9P0U3 | AID 624204, 2012 | hit rate 0.21% among 360,000;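 active = inhibition at least 30% at 10 µM, raw YFP signal under a set limit, fluorescence ratio 0.5 to 1.5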;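 also: 0% = enzyme with DMSO and 100% = no enzyme wells; some results filed as inactive read as strong as hits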
Target sequence (Q9P0U3 419-644 limits assumed): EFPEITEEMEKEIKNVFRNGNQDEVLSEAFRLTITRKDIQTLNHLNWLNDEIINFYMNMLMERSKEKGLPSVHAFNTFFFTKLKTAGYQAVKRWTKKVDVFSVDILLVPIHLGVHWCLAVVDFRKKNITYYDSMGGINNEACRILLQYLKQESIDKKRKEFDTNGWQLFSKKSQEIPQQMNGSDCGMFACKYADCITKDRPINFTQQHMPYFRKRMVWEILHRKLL
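material = recombinant human SENP1 catalytic domain, His6-tagged | quantity = 20 pM enzyme | reagent = 25 nM SUMO1 FRET substrate | compound dosing = 10 µM single point, 0.5% DMSO | timing = 50 min enzyme reaction, room temperature, light-protected | detection = FRET, CFP and YFP emission | control set = no-enzyme low, enzyme-DMSO high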
Active calls of the source: *; & = joins results of further samples.

For Cc1cc(NC(=O)CN2CCCC2c2nc3ccccc3s2)no1 (stereo not given) the results were PfGluPho inh 2, HKDC1 inhibitor -1, SENP8 block-1 -5, SENP8 block-2 -13, SENP6 inh -20, UBC13 inh 2, beta cell repl 2, SENP7 inh -5 and SENP1 FRET inh -10.
`Cc1ccnc(NC(=O)c2cccc(S(=O)(=O)NCc3ccccc3)c2)c1` gave PfGluPho inh -7, HKDC1 inhibitor 2, SENP8 block-1 -6, SENP8 block-2 5, SENP6 inh -4, UBC13 inh 4, beta cell repl 0, SENP7 inh 10 and SENP1 FRET inh 0.
For CC(C)[C@H](N)C(=O)OCCOCn1cnc2c(=O)[nH]c(N)nc21 the results were PfGluPho inh -10&1, HKDC1 inhibitor -5&-7, SENP8 block-1 0, SENP8 block-2 13&6, SENP6 inh -9, UBC13 inh 11, beta cell repl 5, SENP7 inh 1 and SENP1 FRET inh -2&0.
For O=c1[nH]c(CSc2nc3ccccc3[nH]2)nc2c1cnn2-c1ccccc1 the results were PfGluPho inh -13, HKDC1 inhibitor 1, SENP8 block-1 1, SENP8 block-2 10, SENP6 inh 1, UBC13 inh -3, beta cell repl -2, SENP7 inh 1 and SENP1 FRET inh -4.
COC(=O)/C(=C\Nc1ccc(OC)cc1)NC(=O)c1ccc(Cl)cc1Cl was read as PfGluPho inh 20, HKDC1 inhibitor 12, SENP8 block-1 -6, SENP8 block-2 33, SENP6 inh -14, UBC13 inh -8, beta cell repl 0, SENP7 inh -1 and SENP1 FRET inh 4.
For CC1(C)Cc2c(cnn2-c2ccccc2)C(NC(=O)CCCN2CCCCC2=O)C1 (stereo not given) the results were PfGluPho inh -2, HKDC1 inhibitor -8, SENP8 block-1 -1, SENP8 block-2 2, SENP6 inh 0, UBC13 inh 1, beta cell repl 2, SENP7 inh 3 and SENP1 FRET inh 0.
Cn1c(SCC(=O)NC2CCCCC2)nnc1-c1ccncc1 was read as PfGluPho inh 6, HKDC1 inhibitor -5, SENP8 block-1 -2, SENP8 block-2 -1, SENP6 inh -10, UBC13 inh -2, beta cell repl -1, SENP7 inh -6 and SENP1 FRET inh 0.
`CCCCOP(=O)(c1ccc(N(C)C)cc1)C(O)c1ccc(N(C)C)cc1` (stereo not given) gave PfGluPho inh 8, HKDC1 inhibitor -3, SENP8 block-1 6, SENP8 block-2 17, SENP6 inh 19, UBC13 inh 1, beta cell repl 0, SENP7 inh 5 and SENP1 FRET inh -1.
O=C(Nc1nccs1)c1cc(-c2ccccn2)nc2c(Cl)cccc12 was read as PfGluPho inh 27, HKDC1 inhibitor 4, SENP8 block-1 10, SENP8 block-2 2, SENP6 inh 8, UBC13 inh -2, beta cell repl -2, SENP7 inh -5 and SENP1 FRET inh 1.
Screening Cn1cccc1C(=O)Nc1nc(-c2ccccn2)cs1 returned PfGluPho inh 53, HKDC1 inhibitor -1, SENP8 block-1 43, SENP8 block-2 12, SENP6 inh 74*, UBC13 inh -42, beta cell repl -5, SENP7 inh 62* and SENP1 FRET inh -3.
For CCN(CC)C(=O)c1cn(C)c(=O)c2cc(OC)c(OC)cc12 the results were PfGluPho inh -5, HKDC1 inhibitor 1, SENP8 block-1 -4, SENP8 block-2 10, SENP6 inh -2, UBC13 inh -2, beta cell repl -5, SENP7 inh 1 and SENP1 FRET inh 2.
Screening Nc1nc(SCC(=O)Nc2cc(S(=O)(=O)N3CCOCC3)ccc2Cl)n[nH]1 returned PfGluPho inh 13, HKDC1 inhibitor -5, SENP8 block-1 4, SENP8 block-2 14, SENP6 inh 8, UBC13 inh 9, beta cell repl 1, SENP7 inh -2 and SENP1 FRET inh 0.
Screening N#Cc1ccc(C(=O)OCC(=O)Nc2ccc(N3CCOCC3)cc2)cc1 returned PfGluPho inh 14, HKDC1 inhibitor -2, SENP8 block-1 16, SENP8 block-2 12, SENP6 inh -14, UBC13 inh -10, beta cell repl -2, SENP7 inh -10 and SENP1 FRET inh 4.
COc1ccc(CNC(=O)COC(=O)CCC(=O)c2cccs2)cc1 was read as PfGluPho inh 0, HKDC1 inhibitor -4, SENP8 block-1 3, SENP8 block-2 -28, SENP6 inh -3, UBC13 inh 8, beta cell repl -1, SENP7 inh 4 and SENP1 FRET inh 6.
`NC(=O)c1cc(Cc2ccccc2)sc1NC(=O)c1ccco1` gave PfGluPho inh 47, HKDC1 inhibitor -6, SENP8 block-1 1, SENP8 block-2 -211, SENP6 inh 18, UBC13 inh 7, beta cell repl 3, SENP7 inh -2 and SENP1 FRET inh -6.
Cc1noc(C)c1CSCC(=O)Nc1nc2ccc(S(C)(=O)=O)cc2s1 was read as PfGluPho inh -6, HKDC1 inhibitor 0, SENP8 block-1 -1, SENP8 block-2 15, SENP6 inh 0, UBC13 inh 2, beta cell repl -3, SENP7 inh 1 and SENP1 FRET inh -9.
Screening COc1ccc(-n2ncc(N(C)n3cccc3)c(Cl)c2=O)cc1 returned PfGluPho inh -3, HKDC1 inhibitor -1, SENP8 block-1 2, SENP8 block-2 -5, SENP6 inh -12, UBC13 inh -12, beta cell repl -3, SENP7 inh 4 and SENP1 FRET inh 2.
Cc1ccc(-c2nnc(SCC#CCOC(=O)c3cccs3)o2)cc1 was read as PfGluPho inh 23, HKDC1 inhibitor -1, SENP8 block-1 0, SENP8 block-2 -14, SENP6 inh -32, UBC13 inh 11, beta cell repl 1, SENP7 inh 2 and SENP1 FRET inh 0.
Screening CC(C)C[C@H](NC(=O)c1[nH]cnc1C(=O)N[C@@H](C)C(=O)OCc1ccccc1)C(=O)OC(C)(C)C returned PfGluPho inh 17, HKDC1 inhibitor 3, SENP8 block-1 -6, SENP8 block-2 2, SENP6 inh -3, UBC13 inh -18, beta cell repl -8, SENP7 inh 7 and SENP1 FRET inh -1.
O=C(CCN1C(=O)COc2ccccc21)NCCN1CCc2ccccc2C1 was read as PfGluPho inh -15, HKDC1 inhibitor 8, SENP8 block-1 -4, SENP8 block-2 19, SENP6 inh -8, UBC13 inh 5, beta cell repl -1, SENP7 inh 5 and SENP1 FRET inh 0.
`COc1ccc(OC)c(CC(=O)NC(c2ccccc2)c2ccccc2)c1` gave PfGluPho inh -8, HKDC1 inhibitor -1, SENP8 block-1 -9, SENP8 block-2 2, SENP6 inh -13, UBC13 inh -2, beta cell repl -1, SENP7 inh -3 and SENP1 FRET inh -6.
Cc1ccccc1NC(=O)COC(=O)CN1C(=O)NC(C)(C)C1=O was read as PfGluPho inh -8, HKDC1 inhibitor -7, SENP8 block-1 5, SENP8 block-2 11, SENP6 inh 4, UBC13 inh 4, beta cell repl -2, SENP7 inh -3 and SENP1 FRET inh -1.
Screening CNC(=O)/C(C#N)=C\c1ccc(CNS(=O)(=O)c2ccccc2)o1 returned PfGluPho inh 3, HKDC1 inhibitor -9, SENP8 block-1 -5, SENP8 block-2 7, SENP6 inh -12, UBC13 inh -12, beta cell repl 2, SENP7 inh 11 and SENP1 FRET inh 1.
COc1ccc(N2CCN(CC(=O)N3c4ccccc4CC3C)CC2)cc1 (stereo not given) was read as PfGluPho inh 11, HKDC1 inhibitor -2, SENP8 block-1 7, SENP8 block-2 2, SENP6 inh 20, UBC13 inh 5, beta cell repl -2, SENP7 inh -6 and SENP1 FRET inh 2.
`COc1ccc(NC(=O)Nc2ccc(F)c(Cl)c2)cc1` gave PfGluPho inh -11, HKDC1 inhibitor 17, SENP8 block-1 9, SENP8 block-2 14, SENP6 inh -5, UBC13 inh 8, beta cell repl -1, SENP7 inh 51* and SENP1 FRET inh 0.
CCCNC(=O)C1CCN(c2nc(C)cc(C)n2)CC1 was read as PfGluPho inh 3, HKDC1 inhibitor -4, SENP8 block-1 3, SENP8 block-2 -47, SENP6 inh 4, UBC13 inh 4, beta cell repl -1, SENP7 inh 3 and SENP1 FRET inh 2.
Cc1c(S(=O)(=O)Nc2ccc3c(c2)OCCO3)cnn1C was read as PfGluPho inh -11, HKDC1 inhibitor -2, SENP8 block-1 5, SENP8 block-2 3, SENP6 inh 3, UBC13 inh 0, beta cell repl 0, SENP7 inh 7 and SENP1 FRET inh 2.
Screening CCN(CC)CCNC(=O)CNC(=O)c1nn(-c2ccc(OC)c(OC)c2)c(=O)c2ccccc12 returned PfGluPho inh 1, HKDC1 inhibitor -8, SENP8 block-1 1, SENP8 block-2 9, SENP6 inh -2, UBC13 inh 5, beta cell repl -3, SENP7 inh 4 and SENP1 FRET inh 7.
COc1cc(NC(=O)c2cccs2)ccc1NC(=O)c1cc2ccccc2o1 was read as PfGluPho inh -1, HKDC1 inhibitor -1, SENP8 block-1 6, SENP8 block-2 -413, SENP6 inh 17, UBC13 inh 0, beta cell repl -5, SENP7 inh 11 and SENP1 FRET inh -35.
`O=C(c1ccccc1NS(=O)(=O)c1cccs1)N1CCCC1` gave PfGluPho inh 15, HKDC1 inhibitor 2, SENP8 block-1 -4, SENP8 block-2 6, SENP6 inh -2, UBC13 inh -7, beta cell repl 1, SENP7 inh 1 and SENP1 FRET inh -1.
For O=C(Nc1nnc(C2CC2)s1)c1cc(Cl)sc1Cl the results were PfGluPho inh 48, HKDC1 inhibitor 0, SENP8 block-1 -5, SENP8 block-2 8, SENP6 inh 4, UBC13 inh 1, beta cell repl 2, SENP7 inh 6 and SENP1 FRET inh 0.
Screening Cc1nc(N2CCOCC2)nc(N2CCC(C)CC2)c1[N+](=O)[O-] returned PfGluPho inh -11, HKDC1 inhibitor -3, SENP8 block-1 -14, SENP8 block-2 15, SENP6 inh -10, UBC13 inh -8, beta cell repl 0, SENP7 inh -7 and SENP1 FRET inh 2.
`COc1ccccc1OC(=O)CCN1c2ccccc2Sc2ccccc21` gave PfGluPho inh 5, HKDC1 inhibitor 7, SENP8 block-1 -3, SENP8 block-2 -25, SENP6 inh 2, UBC13 inh 0, beta cell repl -3, SENP7 inh 3 and SENP1 FRET inh -4.
Screening COc1ccc(NC(=S)Nc2ccccc2)cc1 returned PfGluPho inh 12&-4, HKDC1 inhibitor -2&-4, SENP8 block-1 -7&0, SENP8 block-2 6&16, SENP6 inh 1&-25, UBC13 inh 0&7, beta cell repl -2&-6, SENP7 inh -3&-8 and SENP1 FRET inh 1&3.
For C#CC(C)(C)NC(=S)NC1CC2C=CC1C2 (stereo not given) the results were PfGluPho inh 12, HKDC1 inhibitor -1, SENP8 block-1 -1, SENP8 block-2 17, SENP6 inh -16, UBC13 inh 3, beta cell repl -1, SENP7 inh -1 and SENP1 FRET inh 0.

Random excerpt: 2 entries already listed.
COc1cc(NC(=O)c2cccs2)ccc1NC(=O)c1cc2ccccc2o1 was read as PfGluPho inh -1, HKDC1 inhibitor -1, SENP8 block-1 6, SENP8 block-2 -413, SENP6 inh 17, UBC13 inh 0, beta cell repl -5, SENP7 inh 11 and SENP1 FRET inh -35.
Screening COc1ccc(NC(=S)Nc2ccccc2)cc1 returned PfGluPho inh 12&-4, HKDC1 inhibitor -2&-4, SENP8 block-1 -7&0, SENP8 block-2 6&16, SENP6 inh 1&-25, UBC13 inh 0&7, beta cell repl -2&-6, SENP7 inh -3&-8 and SENP1 FRET inh 1&3.
